RBX1-CUL1 inh – inhibitors of human ROC1-CUL1 ubiquitin ligase activity. E3 ubiquitin-protein ligase RBX1 (Homo sapiens) + Cullin-1 (Homo sapiens), P62877+Q13616. in vitro K48 di-Ub FRET, acceptor:donor ratio, 45 min. inhibition, % at 10 µM. 0.6% of 140,000 active; in the data active = inhibition above about 25%
Target sequence (P62877 whole entry, looked up): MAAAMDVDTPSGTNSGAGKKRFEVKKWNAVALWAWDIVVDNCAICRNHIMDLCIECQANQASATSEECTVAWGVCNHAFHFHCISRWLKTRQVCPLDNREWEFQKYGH
Target sequence (Q13616 whole entry, looked up): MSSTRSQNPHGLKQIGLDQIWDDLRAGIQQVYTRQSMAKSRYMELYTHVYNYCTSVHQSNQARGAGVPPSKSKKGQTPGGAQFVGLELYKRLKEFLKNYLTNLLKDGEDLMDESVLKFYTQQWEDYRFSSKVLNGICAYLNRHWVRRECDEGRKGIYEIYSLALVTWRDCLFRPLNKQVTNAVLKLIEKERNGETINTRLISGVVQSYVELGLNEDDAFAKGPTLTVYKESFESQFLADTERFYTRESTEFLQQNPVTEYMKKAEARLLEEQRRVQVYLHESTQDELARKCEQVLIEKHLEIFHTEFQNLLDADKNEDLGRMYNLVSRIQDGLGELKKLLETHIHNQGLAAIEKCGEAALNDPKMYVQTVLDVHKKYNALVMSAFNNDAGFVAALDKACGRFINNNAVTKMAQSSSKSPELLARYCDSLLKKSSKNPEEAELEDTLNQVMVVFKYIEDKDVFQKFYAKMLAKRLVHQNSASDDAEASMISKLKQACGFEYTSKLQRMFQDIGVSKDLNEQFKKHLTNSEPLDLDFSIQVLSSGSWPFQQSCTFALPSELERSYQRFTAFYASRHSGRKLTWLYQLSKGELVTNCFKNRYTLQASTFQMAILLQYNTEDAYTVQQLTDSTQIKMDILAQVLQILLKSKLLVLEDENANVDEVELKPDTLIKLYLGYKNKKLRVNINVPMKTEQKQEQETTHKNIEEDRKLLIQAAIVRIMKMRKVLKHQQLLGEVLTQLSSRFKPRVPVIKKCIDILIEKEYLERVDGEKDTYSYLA
An asterisk follows results filed as active.

SMILES	RBX1-CUL1 inh
CC(C)CC(=O)Nn1c(O)c(C2=c3ccccc3=NC2=O)sc1=S	3
CCc1ccccc1NC(=O)C1CCCN(c2nnc(-n3c(C)ccc3C)s2)C1 (stereo unspecified)	-10
COc1ccc(CCN2CCC(CNC(=O)c3cnn(-c4cccc(Cl)c4)c3C3CCN(C(=O)OC(C)(C)C)CC3)CC2)cc1	5
CCN(CC)CC(O)COc1ccc(CNCc2ccncc2)cc1OC (stereo unspecified)	7
Cc1cc(OC(C)C(=O)N2CCCC2)cc(C)c1Cl (stereo unspecified)	0
O=S(=O)(c1ccccc1)c1nc(-c2ccco2)oc1SCc1ccc(F)cc1	3
CCOC(=O)C1=C(c2ccccc2)N=c2s/c(=C\c3ccc4c(c3)OCCO4)c(=O)n2C1c1cccs1 (stereo unspecified)	3
COc1ccc(C(=O)NCC2(c3ccccc3)CCCC2)cc1	-4
O=C1CC(=Nc2ccccc2)C(=O)CC1=Nc1ccccc1	22
Cc1ccc(Cl)cc1N1CCN(C(=O)Cn2nnnc2CN2CCC(C)CC2)CC1	0
C=CCn1c(=O)c2c(nc3n(C(C)CC)c(C)c(C)n23)n(C)c1=O (stereo unspecified)	2
CCN(CCCNC(=O)c1c(C)oc2ncn(CC(C)C)c(=O)c12)Cc1ccccc1	12
O=C(Nc1ccccc1F)OCC1CCCN2CCCCC12 (stereo unspecified)	2
O=C(c1cccc(F)c1F)N1CCOc2ccc(CN3CCN(c4ccccn4)CC3)cc2C1	-5
COc1nc(Cl)nc(Nc2ccccc2-c2ccccc2)n1	-7
CCCCCC1=NN(C(=O)c2ccccc2Br)C(O)(C(F)(F)F)C1 (stereo unspecified)	-11
CN(Cc1ccncn1)C(=O)c1csc2nc(-c3cccc(C(F)(F)F)c3)cn12	-1
CCC(C(=O)Nc1ccccc1)n1nc(-c2cc(C)ccc2C)ccc1=O (stereo unspecified)	-3
CCN1C(=O)c2ccccc2S(=O)c2ccc(C(=O)N3CCN(c4cccc(Cl)c4)CC3)cc21 (stereo unspecified)	-9
COc1ccc(CNCc2ccc(C)o2)c(OCC(O)CN2CCCC2)c1 (stereo unspecified)	-5
Cc1ccc(NC(=O)CN(C)S(=O)(=O)c2cccc3nsnc23)c(C)c1	0
CN1CCC(N2CCCC(NC(=O)c3ccc4cccc(F)c4n3)C2)CC1 (stereo unspecified)	7
COc1cc(OC)nc(Oc2ccccc2C=NO)n1	3
Cc1ccc(S(=O)(=O)NCC(C)(C)CNS(=O)(=O)c2ccc(C)cc2)cc1	3
COc1cc(N2CCCC2)c(OC)cc1CC1=NC(=S)NC1=O	21

Following part.
SMILES	RBX1-CUL1 inh
c1ccc(CNc2ccc3c(ccc4c5ccccc5[nH]c34)n2)cc1	15
COc1ccc(NC(=O)c2cccc(N3CCCS3(=O)=O)c2)c(OC)c1	-3
O=C1C2CCCCC2C(=O)N1CCc1c[nH]c2ccc(OCc3ccccc3)cc12 (stereo unspecified)	-5
CCc1cnc(-c2cccc(-c3ccn(Cc4cc(C)on4)n3)c2)nc1	1
O=C1C=CC(Br)=CC(C(=O)/C=C/c2ccc3c(c2)OCO3)C1=O (stereo unspecified)	7
CC(C)CCOc1ccc(C=Nc2nc3ccccc3n2C)cc1	1
CCCc1cc(C(=O)N2CCC(CCC(=O)NC3CC3)CC2)no1	9
COc1ccc(Br)cc1/C=C(\C#N)C(=O)NC(C)c1ccccc1 (stereo unspecified)	-2
Cc1ccc(C(=O)N(Cc2ccco2)c2ccccn2)cc1	1
O=C(Nc1ccc(Cl)cc1C(=O)NCc1cccnc1)c1ccco1	-5
COc1ccc(NC(=O)CSC2=Nc3ccccc3N=C(c3ccc(F)cc3)C2)cc1OC	-2
COC(=O)CN(C)C(=O)CC(c1ccccc1)c1ccccc1C (stereo unspecified)	-6
CC(Cc1ccccn1)NC1CCN(c2ccc(CC(=O)NCCc3cccc(F)c3)cc2)CC1 (stereo unspecified)	4
O=C(Oc1ccc2c(=O)c(Oc3ccc4ccccc4c3)coc2c1)c1ccc(F)cc1	3
COc1ccccc1CNC(=O)c1c(OC)cc(=O)n2c1CCN(Cc1cc(C)cc(C)c1)CC2	10
Cc1c(-c2nc3ccccc3c(=O)[nH]2)sc2nc(-c3ccccc3)nc(N)c12	10
CC(=O)c1c(C)n(-c2ccccc2)c(C)nc1=S	-10
O=C(Nc1ccccc1)Nc1nnc(CSCc2ccccc2Cl)s1	10
N#Cc1c(NC(=O)Cn2cnc([N+](=O)[O-])n2)sc2c1CCCC2	2
CCn1c2ccccc2c2cc(/C=N/NC(=O)CCC(=O)NCc3ccccc3)ccc21	-1
Cc1ccc(C(=O)COc2cc(-c3ccccc3)nc(N3CCN(c4ccccc4)CC3)n2)cc1	5
CC(OC(=O)c1ccc(O)cc1)C(=O)Nc1ccccc1 (stereo unspecified)	-17
Cc1c(Cl)cccc1NC(=O)c1ccccc1F	4
CC1CCc2c(sc(NC(=S)NC(=O)c3ccccc3)c2C#N)C1 (stereo unspecified)	-3
Cc1ccc(N(C)S(=O)(=O)c2ccc(-c3cnc(C4CC4)o3)cc2)cc1	-3

Further structures.
SMILES	RBX1-CUL1 inh
CC(C)Cc1nc2cc(NS(=O)(=O)N(C)C)cc(C(=O)NC3CCc4ccccc43)c2n1C (stereo unspecified)	1
Cc1ccc(OC(=O)c2ccc(Br)cc2Br)cc1	1
COc1ccc(/C=C(\C)c2nc(C)c(-c3ccccc3)c(=O)[nH]2)cc1	1
Cc1ccccc1CNC(=O)CCCn1c(=O)c2cccn2c2cccnc21	-9
CC(C)Oc1ccc(C2C3C(=O)CC(C)(C)CC3=Nc3ccccc3N2C(=O)C(F)(F)F)cc1 (stereo unspecified)	-3
COC(=O)c1sccc1S(=O)(=O)N(CC(=O)NCc1ccc(C)cc1)c1ccc(C)cc1	3
CS(=O)(=O)NCCc1ccccc1	0
COc1ccc(-c2cc(-c3ccc(C)cc3)nc3sc(C(=O)Nc4cccc5ccccc45)c(N)c23)cc1	-6
COc1ccc(OCC(=O)Nc2ccc(Cl)c(-c3nc4ncccc4o3)c2)cc1	-3
COc1ccc(OC)c(NC(=O)Cn2c(=O)cc(-c3ccccc3)c3c(C)nn(C)c32)c1	3
CC(C)=NNc1nc(-c2ccccc2)c(C)s1	2
COc1ccc(N/N=C(\C#N)C(=O)c2ccccc2Cl)cc1	-2
O=[N+]([O-])c1ccc(-c2cn3ccsc3n2)cc1	7
COc1ccc(C2(CC(=O)O)CCOC(C)(C)C2)cc1 (stereo unspecified)	14
COCCNS(=O)(=O)c1ccc(F)cc1C	-8
Cn1c(=O)n(C)c2cc(/C=C3/SC(=O)N(CC(=O)Nc4cccc5ccccc45)C3=O)ccc21	-14
COc1ccccc1NC(=O)CCSc1nnc(-c2ccncc2)o1	4
O=C(Cn1c(=O)n(-c2ccc(Cl)cc2)c(=O)c2sc3ccccc3c21)NC1CCCCC1	1
O=C(c1ccc(Br)o1)N1CCN(Cc2ccc(F)cc2)CC1	11
O=C(Oc1ccccc1)c1ccccc1S	-5
O=C1N=C(/C=C/c2ccc(-c3cccc(F)c3)o2)CC(C(F)(F)F)=N1	3
Cc1c(Br)c([N+](=O)[O-])nn1CC(=O)N1CCN(Cc2ccccc2)CC1	9
CCOc1ccc(NC(=O)c2ccc3[nH]c(C)c(C)c3c2)cc1	6
O=C(c1csc2ccccc12)N1CCN(c2ccccn2)CC1	-12
c1nnnn1CN1CCOCC1	-3

In the list so far, these have a nitro group on carbon:
SMILES	RBX1-CUL1 inh
N#Cc1c(NC(=O)Cn2cnc([N+](=O)[O-])n2)sc2c1CCCC2	2
O=[N+]([O-])c1ccc(-c2cn3ccsc3n2)cc1	7
Cc1c(Br)c([N+](=O)[O-])nn1CC(=O)N1CCN(Cc2ccccc2)CC1	9

Continued:
SMILES	RBX1-CUL1 inh
Cc1cc(SCc2ccccc2)nc2ccccc12	11
CCn1c(SCc2ccc(F)cc2Cl)nnc1-c1nonc1NC(C)=O	2
Cc1ccc2c(Cl)c(C(=O)N3CCN(C)CC3)sc2c1	0
Cc1ccc(CCNC(=O)CN2C(=O)COc3ccc(S(=O)(=O)N4CCCCCC4)cc32)cc1	-1
O=C(O)c1ccc(Br)c(S(=O)(=O)N2CCCCCC2)c1	-1
O=C(c1ccc(Br)o1)N1N=C(c2ccc(Cl)cc2)CC1c1ccco1 (stereo unspecified)	-11
CC(C)(C)NC(=O)Nc1cccc(Cl)c1	2
Cc1nc2c3c(sc2c(=O)o1)N=C(c1cccs1)CC3c1ccccc1 (stereo unspecified)	-3
Cc1ccc(NC(=O)/C=C/c2ccccc2)c([N+](=O)[O-])c1	-10
Cn1ccc(/C=C2/CCC/C(=C\c3ccn(C)n3)C2=O)n1	-5
Cc1nccnc1-c1ccn(CC(=O)Nc2ccnn2CC2CC=CCC2)n1 (stereo unspecified)	-5
Cc1nccn1-c1ccc(NC(=O)Cn2ncc(N3CCCC3)cc2=O)cc1	-2
Cc1c(C)n(CCN(C)C)c2ccc(C(=O)OCCN(C)C)cc12	-4
CCn1c(SCC(N)=O)nc2c(c1=O)C1(CCCCC1)Cc1ccccc1-2	4
O=c1c(-c2ccc3c(c2)OCCO3)coc2c(CN3CCCCCC3)c(O)ccc12	-1
CCCC(=O)NC1CC(C)(C)Cc2c1cnn2-c1ccccc1 (stereo unspecified)	0
C1=C(n2ccnc2)Cc2ccccc21	-2
O=S(=O)(Nc1ccc(F)cc1F)c1ccc(Br)s1	6
Cc1cc(-c2n[nH]c3c2CN(C(=O)C2CC(=O)OC24CCCC4)CC3)no1 (stereo unspecified)	7
CCC1(C2CCN(C(=O)C#Cc3ccccc3)CC2)NC(=O)N(Cc2ccc3c(c2)OCO3)C1=O (stereo unspecified)	4
O=C(O)CCCN1C(=O)C(=O)C(C(=O)c2ccc(Cl)cc2)C1c1ccccc1F (stereo unspecified)	0
COc1ccccc1CN1CCC(CN(CC(C)C)C(=O)c2ccoc2)CC1	-1
CCc1nn2c(=O)cc(COc3ccc(/C=C(\C#N)C(=O)Nc4ccc(C)cc4)cc3)nc2s1	-1
COc1ccc(Cn2nnc3c(=O)[nH]c(C4CCCN(C(=O)c5ccccc5Cl)C4)nc32)cc1OC (stereo unspecified)	-2
CC(C)c1nc2cc(C(=O)N3CCOCC3)ccc2o1	0

Another view of part of the listing above.
structure | RBX1-CUL1 inh
Cn1ccc(/C=C2/CCC/C(=C\c3ccn(C)n3)C2=O)n1 | -5
Cc1nccnc1-c1ccn(CC(=O)Nc2ccnn2CC2CC=CCC2)n1 (stereo unspecified) | -5
Cc1nccn1-c1ccc(NC(=O)Cn2ncc(N3CCCC3)cc2=O)cc1 | -2
Cc1c(C)n(CCN(C)C)c2ccc(C(=O)OCCN(C)C)cc12 | -4
CCn1c(SCC(N)=O)nc2c(c1=O)C1(CCCCC1)Cc1ccccc1-2 | 4
O=c1c(-c2ccc3c(c2)OCCO3)coc2c(CN3CCCCCC3)c(O)ccc12 | -1
CCCC(=O)NC1CC(C)(C)Cc2c1cnn2-c1ccccc1 (stereo unspecified) | 0

Following part
SMILES	RBX1-CUL1 inh
Cc1ccc(C(=O)Nc2ccccc2OC(F)F)c(Cl)c1	10
O=C(NCc1ccncc1)c1coc(COc2ccc(F)cc2)n1	6
Cc1cc(C)cc(OCCSc2nc(-c3cccs3)nc3cc(=O)[nH]n23)c1	11
COC(=O)c1c(-c2ccc(Cl)cc2)noc1N1CCN(c2cccc(C)c2C)CC1	4
Cc1ncoc1C(=O)NC1CC(=O)N(C2CCCCCC2)C1 (stereo unspecified)	7
CCCc1cc(CNC(=O)c2ccc(NC3CCOC(C)(C)C3)nc2)on1 (stereo unspecified)	-6
COc1ccccc1C(=O)OCc1cc(=O)n2nc(C3CCCCC3)sc2n1	-2
Cc1cccc(NC(=O)CCn2cnnn2)c1	2
Cc1ccc(S(=O)(=O)n2cnc3c(=O)[nH]c(N)nc32)cc1	8
COc1ccccc1CCc1nnc(CCC(=O)NCc2ccc(F)cc2F)o1	0
Cc1cccc(-c2nc3cc(NC(=O)COc4ccccc4F)ccc3o2)c1	1
CCCc1ccc(OC(=O)c2sc3ncn(Cc4cccc(F)c4)c(=O)c3c2C)cc1	1
COc1cccc(CN2CCCN(Cc3ccc(F)cc3)S2(=O)=O)c1	-9
COc1ccc(C(F)(F)F)cc1N=CCc1nnnn1-c1ccc(Cl)c(Cl)c1	5
C=C(C)Cn1c(=O)c2c(nc3n2CC(C)=NN3C/C=C/C)n(C)c1=O	-6
CCOC(=O)CN1C(=O)S/C(=C/c2cc(OC)c(N3CCCC3)cc2OC)C1=O	-1
CCCc1cc(=O)oc2cc(C)c3c(C(C)(C)C)coc3c12	2
Fc1cccc(-c2cnnc(NC3CCC3)n2)c1	-3
Cc1ccc(NS(=O)(=O)c2cccc(S(=O)(=O)c3ccc(Cl)c(Cl)c3)c2)c(C)c1	2
CCCNC(=O)c1ccc(F)c(S(=O)(=O)N2CCOCC2)c1	-2
O=C(NC1CC1)C1CC(=O)N(c2cccc(Cl)c2)C1 (stereo unspecified)	-9
CCOc1cc(/C=C2\N=C(c3ccco3)OC2=O)cc(Cl)c1OCc1ccccc1F	-1
COc1ccc(CCN2CC(NC(=O)CC(F)(F)F)CC2=O)cc1 (stereo unspecified)	-4
COc1ccccc1NC(C#N)c1ccccc1OCc1ccccc1 (stereo unspecified)	-1
N/C(=N\OC(=O)c1ccc(F)cc1)c1nonc1N	-3
CCOC(=O)c1ccc(NC(=O)C2C(C)=Nc3nc(SCc4ccc(Cl)cc4)nn3C2c2ccc(OC)cc2)cc1 (stereo unspecified)	-15
CCOC(=O)Cc1ccc(NC(=O)NC(C)c2c(-n3cccc3)sc(C)c2C)cc1 (stereo unspecified)	4

An excerpt (hit frequency here may not be typical).
